Screens deposited in PubChem BioAssay by several laboratories.
ssDAF12 agonist = activates DAF-12 receptor from parasite S. stercoralis. HEK293 ssDAF-12/GRIP1 lit1-tk-luc reporter, luminescence; % of 3 µM dafachronic acid response. activation, % at 6.8 µM. actives 1% (n = 370,000);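 active means activation above the mean over all tested compounds plus 3 SD, cut at about 0.9% in these data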;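 further: 0% = DMSO-only wells and 100% = 3 µM delta7-dafachronic acid wells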
DAX1 inh-1 = inhibitors of DAX1 repression of SF-1 activated StAR promoter; AID 652010; inhibition, % at 6.8 µM; HEK293T StAR-luciferase reporter, SF-1/DAX-1 repression relief; actives 1.1% (n = 370,000);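 active means inhibition above the mean over all tested compounds plus 3 SD, cut at about 3.6% in these data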;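 further: 0% = DAX-1 cells with DMSO and 100% = cells lacking DAX-1 with DMSO; higher inhibition means more luminescence from relief of DAX-1 repression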
DAX1 inh-2 = inhibits human nuclear receptor DAX1; inhibition, % at 6.75 µM; HEK293 Gal4-DAX1 luciferase reporter, luminescence; P51843; actives 0.99% (n = 340,000); AID 504766;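 active means inhibition above the mean over all tested compounds plus 3 SD, cut at about 4.2% in these data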;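 further: 0% = DAX1-transfected cells with DMSO and 100% = empty-vector control cells with DMSO; inhibition shows as a rise in luminescence from relieved DAX1 repression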
Target sequence (P51843 207-470 limits assumed): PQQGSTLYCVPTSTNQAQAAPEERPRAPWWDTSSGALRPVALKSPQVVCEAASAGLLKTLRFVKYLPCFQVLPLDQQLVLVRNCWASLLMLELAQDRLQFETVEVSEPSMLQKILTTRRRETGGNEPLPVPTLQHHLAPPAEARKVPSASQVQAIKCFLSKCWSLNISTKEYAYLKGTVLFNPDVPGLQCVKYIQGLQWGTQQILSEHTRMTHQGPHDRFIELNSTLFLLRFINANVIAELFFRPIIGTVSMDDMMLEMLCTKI
PLCg1 inh = blocks human PLC-gamma1 enzyme activity. actives 0.84% (n = 370,000). AID 720700. purified PLC-gamma1, fluorogenic substrate, fluorescence. P19174. inhibition, % at 12.2 µM; in the data active means inhibition above about 9.5%
hgDAF12 agonist = agonists of H. glycines DAF-12 nuclear receptor; HEK293 GAL4-hgDAF12 UAS-luciferase reporter, agonist luminescence; normalized to butyrate control; actives 1.8% (n = 370,000); activation, % at 6.8 µM;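 active means activation above a cutoff set at the mean of all screened compounds plus 3 SD, cut at about 10% in these data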;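 further: 0% = DMSO wells and 100% = sodium butyrate wells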
PLC-beta3 inh = inhibitors of human phospholipase C beta3 | Purified PLC-beta3, fluorogenic substrate, fluorescence | actives 0.18% (n = 370,000) | AID 720704 | inhibition, % at 12.2 µM; in the data active means inhibition above about 11%;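 further: 0% = median of compound wells on plate and 100% = full blocker control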
SMARCA2 activ = activators of SMARCA2 function. activation, % at 9.1 µM. actives 1% (n = 370,000). MG213 cells, MMTV-luciferase reporter, dexamethasone, overnight; in the data active means activation above about 7.8%;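 further: 0% = vehicle wells and 100% = reference activator wells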
Rev-erbA mod = modulates human Rev-erb alpha binding to DNA. P20393. Rev-erbα–FITC-DNA binding, fluorescence polarization, 90 min. activity, % at 10 µM. actives 0.79% (n = 370,000). AID 1259318;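 active means activity above about 14%, limit read from the data; passing the limit was not always enough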;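 further: 0% = DMSO wells with 35 nM protein and 100% = DMSO wells with 750 nM protein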
Target sequence (P20393 whole entry, looked up): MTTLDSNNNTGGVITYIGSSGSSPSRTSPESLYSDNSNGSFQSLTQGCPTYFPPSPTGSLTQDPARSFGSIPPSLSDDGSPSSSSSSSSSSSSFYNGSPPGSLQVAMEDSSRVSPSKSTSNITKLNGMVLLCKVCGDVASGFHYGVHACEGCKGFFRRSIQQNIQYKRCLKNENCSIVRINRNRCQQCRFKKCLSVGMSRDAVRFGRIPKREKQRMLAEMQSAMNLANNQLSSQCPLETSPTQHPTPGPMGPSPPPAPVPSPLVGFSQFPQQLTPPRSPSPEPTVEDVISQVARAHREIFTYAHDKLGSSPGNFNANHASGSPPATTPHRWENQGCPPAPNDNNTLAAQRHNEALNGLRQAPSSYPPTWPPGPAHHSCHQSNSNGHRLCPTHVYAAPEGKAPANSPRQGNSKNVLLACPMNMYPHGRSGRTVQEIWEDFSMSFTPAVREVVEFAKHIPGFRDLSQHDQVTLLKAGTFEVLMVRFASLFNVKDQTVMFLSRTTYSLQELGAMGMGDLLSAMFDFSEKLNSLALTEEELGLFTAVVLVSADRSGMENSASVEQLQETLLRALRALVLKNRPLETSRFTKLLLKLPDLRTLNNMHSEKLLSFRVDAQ
hcDAF-12 act = activators of H. contortus DAF-12 nuclear receptor; actives 1.4% (n = 370,000); HEK293 hcDAF-12 lit1-tk-luc reporter, luminescence; 0% DMSO, 100% Δ7-dafachronic acid; activation, % at 6.8 µM; AID 652067;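 active means activation above the mean of all tested compounds plus 3 SD, cut at about 5.5% in these data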;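 further: 100% = response to 3 µM Δ7-dafachronic acid high control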
MBD2 DNA inh = inhibitors of human MBD2 binding to methylated oligonucleotide. Q9UBB5. TR-FRET. inhibition, % at 4.4 µM. actives 0.31% (n = 370,000). AID 686964; in the data active means inhibition above about 13%
ADAM17 inh = ADAM17 inhibition, QFRET primary screen. P78536. recombinant ADAM17, EDANS/DABCYL FRET peptide cleavage. inhibition, % at 6.95 µM. actives 0.83% (n = 370,000);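 active means inhibition above the mean of compounds lying between control limits plus 3 SD, set per campaign, cut at about 8.5% in these data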;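 further: 0% = DMSO-only wells as the low control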
Starred values were filed as active, the others as inactive; . = not tested or not shown.

SMILES,DAX1 inh-1,ssDAF12 agonist,hcDAF-12 act,PLCg1 inh,PLC-beta3 inh,Rev-erbA mod,DAX1 inh-2,SMARCA2 activ,hgDAF12 agonist,ADAM17 inh,MBD2 DNA inh
COc1cc(CN2CCC(N3CCC(C(=O)N4CCCC4)CC3)CC2)cc2c1OCO2,0.1,-0.9,1.0,-1,-5,-3,-0.5,-4,-2.4,5,-4
COc1ccc2cc(C(=O)N/N=C/c3cc(OC)c(OC)c(OC)c3)[nH]c2c1,-0.2,-1.6,-3.3,-234,-331,6,0.0,0,-0.3,-26,-5
COc1ccc(-c2ccc3oc(-c4ccc(OC)cc4)c(C#CCCO)c3c2)cc1,-0.5,-1.3,-0.8,-28,-54,-12,1.5,0,2.8,-12,-1
CCOc1ccc(CC(=O)Nc2sc(Cc3ccccc3)cc2C(N)=O)cc1OCC,0.7,-1.0,-1.0,3,1,69*,0.8,1,0.3,1,-4
O=Cc1cn(CC(=O)N2CCCc3ccccc32)c2ccccc12,-1.1,-1.2,0.6,0,1,0,-0.4,1,0.3,0,-5
O=C(Cc1ccccc1)N1CCN(c2ccccc2F)CC1,0.1,-1.1,-1.8,0,-6,3,0.7,-1,-1.2,1,3
COc1ccc(-c2c(C)cc3oc(=O)cc(-c4ccccc4)c3c2C)cc1F,-0.8,-0.8,-0.7,3,0,5,0.8,-3,4.3,-5,-3
Cc1ccccc1NC(=O)Cn1c(=O)n(Cc2ccccc2)c(=O)c2c(C)c(C)sc21,0.9,-1.1,0.6,5,1,-8,1.8,1,-0.1,-1,4
CC1CCCC(NC(=O)CSc2ncnc3ccccc23)C1C (stereo unspecified),-1.1,-0.6,0.0,-6,-16,1,0.1,-1,0.9,-6,-1
COc1ccc(-n2c(Cc3cccn3C)nnc2SCC(=O)NC2CCCCC2)cc1,0.1,-1.2,-2.2,-1,-6,8,0.5,-2,6.5,-2,-2
CCOc1cc(/C=N/NC(N)=O)cc(Br)c1OCc1ccccc1F,-0.9,-1.5,-2.7,5,-6,0,1.3,-3,-3.2,7,1
CC(=O)Nc1cccc(C(=O)N(Cc2ccccc2)Cc2ccccc2)c1,-0.6,-1.8,-1.5,-5,-5,4,-1.2,-2,-1.9,-2,6
Cn1c(=O)c(C(=O)CN2CC(=O)Nc3ccccc32)c(N)n(Cc2ccccc2)c1=O,0.7,-1.3,1.9,1,-6,-8,0.5,-2,-0.9,0,5
O=P(O)(C(O)c1ccccc1)C(O)c1ccccc1 (stereo unspecified),-0.2,-1.1,-0.6,2,4,3,1.0,2,0.6,-1,1
CC(C)CN(C(=O)COc1cccc(-n2cnnn2)c1)C1CCS(=O)(=O)C1 (stereo unspecified),0.2,-0.9,0.9,1,-2,0,-0.4,-1,1.0,-3,-4
Brc1ccc(OCCOc2cccc3cccnc23)cc1,-0.4,-1.8,0.0,-3,1,11,-0.3,0,-1.4,0,-2
CC1=C(C(=O)OCc2ccccc2)C(c2ccc3ccccc3c2)NC(=O)N1CCCCCC(=O)O (stereo unspecified),-0.1,-1.6,0.6,-26,-50,4,.,-1,1.1,-5,-2
CCN(C(=O)CN1CCN(c2ccc(OC)cc2)CC1)c1c(N)n(Cc2ccccc2)c(=O)[nH]c1=O,0.3,-1.2,0.1,-2,-1,2,1.1,-2,1.8,-1,-2
COC(=O)CC1C(=O)NCCN1C(=O)CSc1nnc(Nc2ccc(C)cc2)s1 (stereo unspecified),-0.3,-0.8,-1.1,4,-1,-4,-0.3,-2,-0.2,0,-2
CC1(C)CC(=O)C2=C(C1)NC(=O)CC2c1ccc(N(CCC#N)CCC#N)cc1 (stereo unspecified),-0.4,-1.1,-2.9,1,0,-7,-0.1,-1,1.0,-4,4
O=C(Nc1ccc(S(=O)(=O)Nc2ncccn2)cc1)c1cccc([N+](=O)[O-])c1,0.4,-0.7,-0.1,2,3,-2,0.0,2,-4.0,-2,4
CCCc1cc(=O)oc2cc(C)c(CN3CCCC3)c(O)c12,-0.3,-0.5,0.4,-33,-28,-3,0.7,-3,-2.2,-1,7
CCOC(=O)C1(Cc2cccc(Cl)c2)CCCN(C(=O)CCOC)C1 (stereo unspecified),1.7,-1.0,-1.6,2,2,-5,-0.7,-2,1.3,-2,-3
COc1ccc(CN2C(=O)c3ccccc3C2=O)cc1C(=O)Nc1ccccc1N1CCOCC1,1.6,-2.2,-1.0,1,0,-3,0.0,-4,-3.1,-3,1
Cc1occc1-c1nnc(SCC(=O)N2CCCC(C)C2)o1 (stereo unspecified),2.0,-1.1,-0.7,0,-8,5,0.1,-4,-2.4,1,-4
CC(C)c1ccc(C(=O)Nc2ccc(S(=O)(=O)NC3=NCCCCC3)cc2)cc1,1.3,-1.7,-1.2,1,0,-1,-2.5,-2,1.8,-2,-5
Cc1ccc(S(=O)(=O)Nc2cccc(S(=O)(=O)N3CCCC3)c2)cc1C,-0.1,-1.2,-0.6,0,0,1,0.0,7,0.8,1,-6
CCCCn1nc2cc(C(=O)NC3CCc4ccccc43)ccc2c1OCC (stereo unspecified),-0.9,-1.5,-2.3,-331,-482,-3,-1.7,0,-0.6,-186,-1
CC(C(=O)N1CCCC1)N1CCN(S(=O)(=O)c2ccc(OC(F)(F)F)cc2)CC1 (stereo unspecified),-1.0,-1.5,-1.5,0,-4,-6,-0.4,-3,0.1,3,3
CC(=O)Nc1cccc(-c2ccnc3c2CC(C(=O)NCc2ccncc2)O3)c1 (stereo unspecified),-0.6,-1.6,-0.5,-2,-1,-2,.,-5,0.8,-6,7

Going on with the list.
SMILES,DAX1 inh-1,ssDAF12 agonist,hcDAF-12 act,PLCg1 inh,PLC-beta3 inh,Rev-erbA mod,DAX1 inh-2,SMARCA2 activ,hgDAF12 agonist,ADAM17 inh,MBD2 DNA inh
COc1ccc(C(=O)NCC2CCCO2)cc1S(=O)(=O)NCc1ccc(Cl)cc1 (stereo unspecified),-0.7,-1.1,-1.1,1,0,-9,0.0,-4,3.0,-3,-1
Cc1ccccc1-c1noc(-c2ccccc2C(=O)NCC2CCCO2)n1 (stereo unspecified),-0.4,0.4,-0.8,-1,-6,3,-1.0,0,-0.1,-2,4
Cc1cccc(/C=C2/Sc3ccc(C(=O)NCCCN4CCOCC4)cc3NC2=O)c1,-1.6,-1.6,-1.2,-31,-53,-6,-0.1,1,-2.0,1,4
COc1cccc(C(=O)c2ccncc2C(=O)O)c1OC,-0.9,-0.7,-0.1,4,1,-1,2.2,1,3.0,-5,2
COCCNC(=O)c1cc2c(c(-c3cccc(-c4cccc(OC)c4)c3)n1)[C@H](CCO)N(S(=O)C(C)(C)C)C2 (stereo partly specified),0.0,-1.5,-1.4,-24,-33,-6,.,-2,-3.2,-4,0
Cc1cccc(OCCNC(=O)CSc2ccc(C(F)(F)F)cc2[N+](=O)[O-])c1,0.5,-0.3,-0.6,1,3,-6,-0.1,-1,4.4,3,-2
COc1ccccc1CCC(=O)OCC(=O)NC1CCCCC1,-1.0,-1.2,-1.6,0,-7,-5,0.3,-1,-0.8,-6,-2
COc1ccc(C(=O)NCCCN2CCCC2=O)cc1S(=O)(=O)N1CCOCC1,0.8,-1.2,0.0,-2,-1,-6,-0.1,1,0.8,-3,3
O=C(Cc1c(F)cccc1Cl)OCC(=O)N1CCN(c2ccccc2)CC1,-0.2,-1.8,-1.0,1,-4,4,0.1,-2,2.0,-3,-3
O=C1CCCCC1C(O)(C(=O)c1ccccc1)c1ccccc1 (stereo unspecified),0.2,-1.1,-0.4,0,1,-3,0.6,-2,1.3,0,3
CC(NS(=O)(=O)c1ccccc1)C(=O)Nc1ccc(S(N)(=O)=O)cc1 (stereo unspecified),-0.4,-1.2,-0.8,0,5,-1,1.6,-3,-0.1,2,0
CC(=O)c1c[nH]c(C(=O)NCC2CCCO2)c1 (stereo unspecified),-0.9,-1.6,0.3,-1,0,-2,0.8,1,0.9,-2,-2
COC(=O)c1c(C)[nH]c(C(=O)CC#N)c1C,-0.8,-0.4,0.4,-6,-8,-9,3.2,0,1.1,2,-4
CC(=O)Nc1cccc(NC(=O)CSc2ccc(-c3cccnc3)nn2)c1,-0.4,-0.8,-0.5,0,-5,-1,-0.3,2,7.2,-3,-1
Cc1c(C(=O)NCc2ccc3c(c2)OCO3)sc(=O)n1Cc1ccc(S(=O)(=O)N(C)C)cc1,-3.5,-0.8,1.6,3,-1,-4,.,-2,-3.6,3,-6
Cc1ccc(NC(=O)Cn2nc(-c3ccccc3)nc2-c2ccccc2)c(C)c1,0.4,-1.6,0.2,1,2,-5,1.0,-3,-2.0,3,-3
CC(C)NC(=O)C(C)N1CCN(S(=O)(=O)c2ccc3ccccc3c2)CC1 (stereo unspecified),-0.3,-0.8,-1.1,2,-3,2,0.0,1,1.4,0,1
COc1ccc(-c2ccc(NC(=O)c3ccc(Br)o3)cc2)nn1,5.2*,-0.4,0.0,-5,0,1,1.1,5,4.5,-4,4
Cn1cc(CN2CCC(n3nccc3NC(=O)c3ccc4c(c3)OCO4)CC2)cn1,0.5,-0.9,-0.7,-2,6,-1,1.0,-5,1.0,-2,3
COc1ccc(CCNC(=O)C(=O)NCCOc2ccccc2Cl)cc1OC,-0.2,-1.6,-1.7,9,6,0,-1.4,-2,-3.1,5,-5

Three entries from above, sorted by the value under DAX1 inh-1, largest number first:
SMILES	DAX1 inh-1
O=C1CCCCC1C(O)(C(=O)c1ccccc1)c1ccccc1 (stereo unspecified)	0.2
COc1ccc(CCNC(=O)C(=O)NCCOc2ccccc2Cl)cc1OC	-0.2
COc1ccc(C(=O)NCC2CCCO2)cc1S(=O)(=O)NCc1ccc(Cl)cc1 (stereo unspecified)	-0.7
